FadD28 binding: inhibitors of Mycobacterium tuberculosis FadD28 bisubstrate binding | FadD28 bisubstrate probe binding, fluorescence polarization | inhibition, % at 12.5 µM | 0.22% of 360,000 active | AID 588549; in the data active = inhibition above about 8.5%, passing the limit was not always enough; inconclusive = no clear call, values can overlap the other calls
Rv3671c protease: inhibitors of M. tuberculosis serine protease Rv3671c | P9WHR9 | inhibition, % at 5.96 µM | 0.048% of 320,000 active; in the data active = inhibition above about 38%;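 note: extracellular domain of Rv3671c used as enzyme; 0% = enzyme with DMSO and 100% = no enzyme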
BoNT-F LC inh: BoNT F light chain protease inhibition | Multiplex microsphere protease cleavage assay, flow cytometry | inhibition, % at 10 µM | 0.22% of 360,000 active; in the data active = inhibition above about 35%, passing the limit was not always enough; inconclusive = no clear call, values can overlap the other calls; note: plate controls were buffer without enzyme for full effect and enzyme alone for no effect
UGM FP inh: inhibitors of M. tuberculosis UDP-galactopyranose mutase | P9WIQ1 | inhibition, % at 10 µM | AID 504406 | 0.06% of 320,000 active | purified UGM, fluorescence polarization probe displacement; in the data active = inhibition above about 10%, passing the limit was not always enough; inconclusive = no clear call, values can overlap the other calls
Target sequence (P9WIQ1 whole entry, looked up): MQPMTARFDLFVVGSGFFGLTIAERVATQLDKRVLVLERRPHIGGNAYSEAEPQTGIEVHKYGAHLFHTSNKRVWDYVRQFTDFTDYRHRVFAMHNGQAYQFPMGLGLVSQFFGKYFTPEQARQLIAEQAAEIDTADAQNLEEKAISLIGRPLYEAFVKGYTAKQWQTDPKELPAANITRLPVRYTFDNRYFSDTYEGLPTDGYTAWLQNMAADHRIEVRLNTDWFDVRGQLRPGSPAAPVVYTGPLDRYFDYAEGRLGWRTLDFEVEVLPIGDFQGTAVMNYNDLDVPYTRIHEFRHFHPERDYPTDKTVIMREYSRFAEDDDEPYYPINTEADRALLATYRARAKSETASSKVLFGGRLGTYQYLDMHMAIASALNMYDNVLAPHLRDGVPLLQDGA
Mtb BioA inh: inhibitors of Mycobacterium tuberculosis BioA enzyme. inhibition, % at 9.99 µM. purified M. tuberculosis BioA enzyme, plate reader. AID 602481. 0.096% of 360,000 active; in the data active = inhibition above about 40%; inconclusive = no clear call, values can overlap the other calls
PrPC TRFRET: inhibitors of human cell surface prion protein PrPC | P04156 | TR-FRET read-out | inhibition, % at 13.8 µM | 0.43% of 370,000 active | AID 720596; in the data active = inhibition above about 24%; note: 0% = median of the test wells and 100% = reference compound wells
Mtb FBA inh: Mtb fructose-bisphosphate aldolase inhibition. P9WQA3. purified M. tuberculosis FBA, fluorescence read-out. inhibition, % at 1 µM. 2.3% of 360,000 active; in the data active = inhibition above about 27%;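 note: 0% = vehicle and 100% = reference inhibitor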
Target sequence (P9WQA3 whole entry, looked up): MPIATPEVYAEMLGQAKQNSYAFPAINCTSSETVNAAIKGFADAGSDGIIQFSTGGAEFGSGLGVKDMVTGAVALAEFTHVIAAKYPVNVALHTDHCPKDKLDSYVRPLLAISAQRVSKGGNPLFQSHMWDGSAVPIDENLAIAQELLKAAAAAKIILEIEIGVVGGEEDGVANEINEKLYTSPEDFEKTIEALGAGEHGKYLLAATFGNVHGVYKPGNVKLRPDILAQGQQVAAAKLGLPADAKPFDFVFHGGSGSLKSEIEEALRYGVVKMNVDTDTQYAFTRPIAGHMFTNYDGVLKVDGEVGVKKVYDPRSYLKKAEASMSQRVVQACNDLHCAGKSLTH
MazEF act: increases E. coli MazEF RNase cleavage of RNA | FAM/BHQ RNA-DNA oligo cleavage fluorescence, 5 h | 0.32% of 350,000 active | activation, % at 20 µM; in the data active = activation above about 50%
Target sequence (P0AE70 whole entry, looked up): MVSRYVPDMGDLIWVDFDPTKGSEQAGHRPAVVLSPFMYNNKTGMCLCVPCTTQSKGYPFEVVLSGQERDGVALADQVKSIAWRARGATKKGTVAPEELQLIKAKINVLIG
GDH-TPI inh: GDH-TPI coupled enzyme inhibition counter-screen. GDH-TPI coupled enzyme counterscreen, NADH absorbance. inhibition, % at 4.8 µM. 1.2% of 360,000 active. AID 588335; in the data active = inhibition above about 30%;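 note: 0% = DMSO wells and 100% = wells lacking the enzyme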
* marks the source's active call; other numbers are inactive results; ? = inconclusive; nt = no result given.

Start of the listing, in advance, ten compounds:
no.	SMILES	FadD28 binding	PrPC TRFRET	GDH-TPI inh	Mtb FBA inh	MazEF act	UGM FP inh	BoNT-F LC inh	Mtb BioA inh	Rv3671c protease
1	O=C(Nc1nc(-c2cc(F)ccc2F)cs1)C1=COCCO1	-2.2	0.0	10.9	3.1	-8.0	1.9	-4.2	-2.8	-10.9
2	C=C(C)Cn1c(COc2ccccc2)nnc1SCC(=O)O	0.2	-4.2	13.0	1.3	-0.1	0.9	-2.2	nt	9.4
3	CCc1sc(C(=O)NCCc2ccc(S(N)(=O)=O)cc2)cc1Br	-5.2	-0.5	-3.5	1.0	-2.3	0.6	-4.3	0.7	1.2
4	Cc1cc(C)nc(SCc2cc(=O)c(OC(=O)c3ccc(S(=O)(=O)N4CCCC4)cc3)co2)n1	-1.0	8.9	1.8	2.0	-0.8	4.9	-0.9	nt	-2.5
5	Cc1ccc(NC(=O)c2ccco2)c([N+](=O)[O-])c1	-1.4	-21.3	-0.6	-1.9	1.5	0.4	-0.1	nt	-11.7
6	COCCCNC(=O)C1CCC(CNS(=O)(=O)c2ccc3c(c2)N(C(C)=O)CCO3)CC1 (stereo not given)	0.5	-3.7	5.2	2.8	5.9	2.6	-5.9	-0.6	0.0
7	CCOC(=O)C1CCCN(c2c(NCCc3ccc(Cl)cc3)c(=O)c2=O)C1 (stereo not given)	0.9	-3.5	3.4	-0.3	5.6	-0.4	-4.2	0.2	2.7
8	CCOC(=O)CC1C(=O)NCCN1C(=O)c1cccc(C(F)(F)F)c1 (stereo not given)	1.1	3.6	9.8	1.0	0.2	-0.6	-2.9	-0.5	-2.6
9	O=c1c2cnn(-c3ccccc3)c2nc(-c2cccs2)n1-c1ccc(Br)cc1	-1.4	-1.6	2.5	0.7	-13.9	3.8	-7.6	0.4	-2.0
10	CSc1nnc(SCC#N)s1	-3.9	4.6	2.1	-1.1	-3.9	2.4	?	-1.7	3.7

Results (from the top)
no.	SMILES	FadD28 binding	PrPC TRFRET	GDH-TPI inh	Mtb FBA inh	MazEF act	UGM FP inh	BoNT-F LC inh	Mtb BioA inh	Rv3671c protease
1	O=C(Nc1nc(-c2cc(F)ccc2F)cs1)C1=COCCO1	-2.2	0.0	10.9	3.1	-8.0	1.9	-4.2	-2.8	-10.9
2	C=C(C)Cn1c(COc2ccccc2)nnc1SCC(=O)O	0.2	-4.2	13.0	1.3	-0.1	0.9	-2.2	nt	9.4
3	CCc1sc(C(=O)NCCc2ccc(S(N)(=O)=O)cc2)cc1Br	-5.2	-0.5	-3.5	1.0	-2.3	0.6	-4.3	0.7	1.2
4	Cc1cc(C)nc(SCc2cc(=O)c(OC(=O)c3ccc(S(=O)(=O)N4CCCC4)cc3)co2)n1	-1.0	8.9	1.8	2.0	-0.8	4.9	-0.9	nt	-2.5
5	Cc1ccc(NC(=O)c2ccco2)c([N+](=O)[O-])c1	-1.4	-21.3	-0.6	-1.9	1.5	0.4	-0.1	nt	-11.7
6	COCCCNC(=O)C1CCC(CNS(=O)(=O)c2ccc3c(c2)N(C(C)=O)CCO3)CC1 (stereo not given)	0.5	-3.7	5.2	2.8	5.9	2.6	-5.9	-0.6	0.0
7	CCOC(=O)C1CCCN(c2c(NCCc3ccc(Cl)cc3)c(=O)c2=O)C1 (stereo not given)	0.9	-3.5	3.4	-0.3	5.6	-0.4	-4.2	0.2	2.7
8	CCOC(=O)CC1C(=O)NCCN1C(=O)c1cccc(C(F)(F)F)c1 (stereo not given)	1.1	3.6	9.8	1.0	0.2	-0.6	-2.9	-0.5	-2.6
9	O=c1c2cnn(-c3ccccc3)c2nc(-c2cccs2)n1-c1ccc(Br)cc1	-1.4	-1.6	2.5	0.7	-13.9	3.8	-7.6	0.4	-2.0
10	CSc1nnc(SCC#N)s1	-3.9	4.6	2.1	-1.1	-3.9	2.4	?	-1.7	3.7
11	COc1cccc(CCC(=O)Nc2cc3c(cc2C(=O)O)OCCCO3)c1OC	-1.6	-5.2	0.0	4.4	5.8	1.0	nt	-1.6	-0.4
12	CCc1ccc(N2CC(C(=O)N/N=C/c3cccc([N+](=O)[O-])c3)CC2=O)cc1 (stereo not given)	-1.7	3.6	11.7	1.4	9.7	1.6	5.0	nt	-7.2

(continued)
no.	SMILES	FadD28 binding	PrPC TRFRET	GDH-TPI inh	Mtb FBA inh	MazEF act	UGM FP inh	BoNT-F LC inh	Mtb BioA inh	Rv3671c protease
13	Fc1ccc(-c2onc3ccc(C4OCCO4)cc23)cc1	-1.1	2.5	13.7	2.5	0.2	0.1	-0.8	nt	0.2
14	O=C(OCCOc1cccc(Cl)c1)c1cc(S(=O)(=O)N2CCCCC2)ccc1N1CCOCC1	1.8	7.5	6.0	3.5	1.7	2.1	-12.3	-0.2	-12.7
15	Cc1nc2cc(OCc3cc(C(=O)NC(C)c4cn(C)nc4C)no3)ccc2s1 (stereo not given)	-0.3	-3.2	1.0	-0.2	-3.3	0.5	-16.2	-1.4	1.0
16	CCOC(=O)N1CCC(NC(=O)CSCc2nc(-c3ccc(OC)c(OC)c3)oc2C)CC1	-2.0	-1.6	3.9	9.9	3.4	-0.8	-3.1	0.6	3.5
17	O=[N+]([O-])c1ccc(COc2cccc(CN3CCCCC3)c2)cc1	-1.5	-10.8	5.2	0.5	2.4	nt	1.5	1.3	nt
18	CCOC(=O)c1cnc2c(OC)cccc2c1N1CCN(c2ccc(OC)cc2)CC1	0.4	-5.2	7.4	3.8	-5.5	-0.6	-12.8	-2.7	-0.7
19	O=C1CC(NNC(=O)c2ccccc2)C(=O)N1 (stereo not given)	-1.5	-3.1	-2.4	0.8	2.7	-1.0	11.8	-0.4	-4.7
20	CC(C)(C)NC(=O)Cn1c(=O)oc2cc(S(=O)(=O)N3CCc4ccccc43)ccc21	0.6	0.7	-7.2	1.6	3.5	-0.8	-6.9	-0.8	1.4
21	Cc1n[nH]c(C)c1S(=O)(=O)N(CC(=O)Nc1ccc2c(c1)OCCO2)c1ccc(C(C)C)cc1	0.9	-7.7	1.4	4.8	0.7	0.9	-5.0	0.5	-7.5
22	CN(CC(=O)Nc1ccc(F)cc1)C(=O)COc1ccccc1Cc1ccccc1	-6.5	1.7	6.4	2.4	-1.0	-0.5	?	-1.5	7.3
23	O=C(CCS(=O)(=O)c1ccc(Cl)cc1)Nc1ccccc1Br	0.4	-5.9	-2.1	1.3	-1.8	-0.5	14.4	-2.8	-2.9
24	O=C(O)c1cn(-c2ccccc2)nc1-c1cccnc1	-0.8	5.7	-2.8	-0.6	5.4	0.7	-0.7	0.9	3.1

Other compounds
no.	SMILES	FadD28 binding	PrPC TRFRET	GDH-TPI inh	Mtb FBA inh	MazEF act	UGM FP inh	BoNT-F LC inh	Mtb BioA inh	Rv3671c protease
25	O=C(Nc1ccc(Cl)cc1)C(c1ccccc1)N1CCOCC1 (stereo not given)	1.9	-4.7	6.5	-2.8	2.1	0.2	1.9	nt	-5.1
26	C=CCOc1ccc(C2NC(=O)c3ccccc3O2)cc1 (stereo not given)	-1.6	-5.9	3.4	13.5	-26.2	2.9	22.3	-2.2	-9.1
27	CC(C)(CNC(=O)c1cccs1)CNC(=O)c1cccs1	-1.2	-1.3	4.5	0.6	-3.1	-1.9	-1.3	0.3	-5.5
28	COc1ccc(S(=O)(=O)N2CCC(C(=O)NCCc3ccccc3)CC2)cc1	0.0	-6.0	5.5	0.4	41.0	1.1	7.2	-0.5	-11.1
29	CC(=O)c1c(C)[nH]c(C(=O)N2CCc3ccccc3C2)c1C	-0.2	-5.7	6.7	-1.8	1.8	1.6	-68.1	16.3	8.5
30	O=C(O)/C(=C\c1ccccc1)c1ccc2ccccc2c1	-2.9	-2.7	17.2	-0.4	-7.3	1.7	nt	0.2	1.0
31	COc1cccc(-c2cc(C(=O)NCCN3CCOCC3)no2)c1	-0.6	1.8	3.1	1.1	1.9	4.7	-5.0	-1.5	-1.6
32	CN1CCN(c2ncnc3c2ncn3[C@H]2CN(C)C[C@@H](CO)O2)CC1	-1.4	3.4	2.6	-3.7	nt	nt	-4.9	-0.2	nt
33	O=C(NN=Cc1c(O)ccc2ccccc12)c1ccncc1	-4.4	-7.3	25.9	-7.3	-446.9	nt	0.3	nt	nt
34	Cc1ccc(NS(=O)(=O)N2CCOCC2)c(C)c1	0.1	-3.3	4.4	2.4	2.2	0.1	4.4	-1.3	0.4
35	COc1ccc(CCNS(=O)(=O)c2ccc(Br)cc2)cc1OC	-0.6	-2.0	13.1	-0.6	1.4	-1.6	-29.7	0.2	-2.6
36	CN1CCN(S(=O)(=O)c2ccc3c(c2)CC(=O)N3C)CC1	-0.5	-7.5	0.4	2.1	4.1	-3.0	-4.9	-1.1	7.5

(cont.)
no.	SMILES	FadD28 binding	PrPC TRFRET	GDH-TPI inh	Mtb FBA inh	MazEF act	UGM FP inh	BoNT-F LC inh	Mtb BioA inh	Rv3671c protease
37	CC(C)Cn1c(-c2cccc(S(=O)(=O)N3CCOCC3)c2)n[nH]c1=S	-2.6	7.6	5.1	0.1	6.4	-0.5	8.6	-0.5	15.0
38	CC(C)OC(=O)N(C)C[C@H]1OCc2cnnn2CCCC(=O)N([C@@H](C)CO)C[C@H]1C	0.4	-5.0	2.4	-0.7	9.6	nt	-5.9	-2.0	nt
39	Nc1nc(CN2CCN(c3ccc(F)cc3)CC2)nc(N2CCCc3ccccc32)n1	-1.1	3.4	-2.4	2.7	1.3	-0.8	16.1	4.1	3.6
40	CC(C)(C)C(=O)COc1ccccc1[N+](=O)[O-]	0.2	0.3	3.8	1.4	2.2	1.0	5.1	nt	-4.5
41	COC(=O)c1sc(-c2ccccc2)cc1NC(=O)c1ccc(F)cc1	-3.6	2.4	-0.4	-0.5	-10.5	-0.6	3.6	nt	6.8
42	Cc1cc(/C=C2/C(=O)NC(=O)N(C)C2=O)c(C)n1-c1ccccc1	-1.1	-3.4	3.8	-1.9	1.4	1.5	-2.7	7.8	-0.9
43	CNC(=O)COC(=O)c1cc(-c2ccco2)nc2ccccc12	-2.1	2.2	12.0	25.4	-23.8	0.5	-3.5	-2.4	2.7
44	COc1ccccc1OCc1nc(C#N)c(NCc2ccco2)o1	0.5	-2.8	1.2	2.9	0.9	-4.8	29.4	1.4	2.3
45	CC1CC(C)CN(C(=S)Nc2ccc3nc4n(c(=O)c3c2)CCCCC4)C1 (stereo not given)	-0.8	7.9	4.9	6.9	3.0	0.8	-4.8	2.9	-4.9
46	CCCC1=NN(C(=O)CCc2ccccc2O)C(O)(C(F)(F)F)C1 (stereo not given)	-4.4	-1.6	-4.9	-3.2	5.7	1.2	-1.1	nt	4.7
47	O=C(CN(C(=O)c1cccc([N+](=O)[O-])c1)C1CCCCC1)Nc1ccc(Cl)c([N+](=O)[O-])c1	-1.8	-3.4	6.7	1.0	0.9	-0.3	-17.3	8.4	9.1
48	Nc1ccc(N2CCCCC2)cc1N1CCCCC1	-3.7	-6.1	-3.4	0.1	7.4	-2.5	-83.4	nt	-9.4

Continued.
no.	SMILES	FadD28 binding	PrPC TRFRET	GDH-TPI inh	Mtb FBA inh	MazEF act	UGM FP inh	BoNT-F LC inh	Mtb BioA inh	Rv3671c protease
49	O=C(NCc1ccccc1)C1CCCN(S(=O)(=O)c2cccs2)C1 (stereo not given)	-0.4	6.7	8.6	-0.3	6.7	0.9	-9.2	nt	-6.8
50	Cc1ccc(C)c(NC(=O)CSc2nncn2C)c1	-1.6	-1.8	8.6	3.2	-5.2	0.3	nt	-3.0	4.4
51	COc1ccc(Cl)cc1CNCCCSc1ncccn1	0.3	-2.6	-3.7	0.7	3.0	-1.1	?	1.5	nt
52	O=C(CCc1ccccc1)Nc1nc2n(n1)C(c1ccc(Cl)cc1)CC(=O)N2 (stereo not given)	0.1	-2.4	-4.5	0.2	-7.3	-2.4	-4.1	-1.1	-2.8
53	COCCn1c(=S)[nH]c2ccc(N(C)C)cc2c1=O	0.6	-7.3	14.4	4.8	-5.5	-0.1	1.3	1.3	-3.6
54	Cc1ccc(C)c(NC(=O)NNC(=O)c2ccc3ccccc3c2O)c1	-2.3	-1.6	12.5	10.2	5.9	-2.6	nt	-0.8	-0.3
55	COc1cc(OC)c(NC(=O)c2ccc(Br)o2)cc1Cl	-1.7	4.6	3.1	-1.9	3.8	1.3	0.3	0.6	-8.2
56	CC(C)NC(=O)CSc1ncccc1-c1nc2ccccc2[nH]1	-3.9	4.5	8.1	10.2	15.5	-0.1	?	-1.6	-1.0

Screens as filed in PubChem.
